PDI inh – PDI (human) enzyme inhibition. 350,000 tested, 0.052% active. inhibition, % at 10 µM. P07237. PDI insulin aggregation turbidity, A650, 90 min;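 active = mean inhibition across replicates of 30% or more, whatever share of single replicates reach that level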;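 note: absorbance from insulin aggregation driven by PDI reduction with DTT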
Target sequence (P07237 whole entry, looked up): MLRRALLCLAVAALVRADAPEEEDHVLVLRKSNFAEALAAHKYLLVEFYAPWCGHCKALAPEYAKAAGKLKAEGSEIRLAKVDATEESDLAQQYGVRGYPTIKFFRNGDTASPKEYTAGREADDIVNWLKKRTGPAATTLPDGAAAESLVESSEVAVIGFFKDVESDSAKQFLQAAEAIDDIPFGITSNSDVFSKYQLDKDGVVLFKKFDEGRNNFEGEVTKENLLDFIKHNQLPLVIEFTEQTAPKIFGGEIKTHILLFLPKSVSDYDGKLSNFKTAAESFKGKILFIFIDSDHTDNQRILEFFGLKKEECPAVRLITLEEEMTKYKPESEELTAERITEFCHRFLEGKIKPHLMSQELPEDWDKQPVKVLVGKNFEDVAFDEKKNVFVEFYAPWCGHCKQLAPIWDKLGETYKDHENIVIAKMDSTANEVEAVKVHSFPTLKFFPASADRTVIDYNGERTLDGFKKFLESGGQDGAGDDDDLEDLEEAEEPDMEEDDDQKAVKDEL
TRPM1 prom inh – inhibitors of MITF-driven TRPM1 promoter in melanoma cells; SK-MEL-5 TRPM1 promoter luciferase, 24 h; inhibition, % at 12.5 µM; 330,000 tested, 0.83% active;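 active = mean inhibition across replicates of 60% or more, whatever share of single replicates reaches that level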; note: values of inactives mirror those of a sister screen read the other way
Peg3 promoter – Peg3 promoter activity inhibition; 360,000 tested, 1.7% active; AID 588405; inhibition, % at 20 µM; HeLa PEG-Prom luciferase reporter, luminescence, overnight;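 active = inhibition of at least 50% at 20 µM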
KKLEB cytotox – reduces viability of KKLEB cystic fibrosis airway cells; KKLEB CF airway cells viability, ATPlite luminescence, overnight; hits give low values; cells stimulated with P. aeruginosa culture filtrate; activity change (cytotoxicity), % at 5 µM; 360,000 tested, 0.36% active; AID 602141;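 active = corrected activity change at or below -50% at 5 µM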
NR2E3 ag-1 – activates human NR2E3 receptor; 360,000 tested, 0.35% active; CHO-S Gal4-NCOR/VP16-NR2E3 two-hybrid, luciferase; Q9Y5X4; inhibition of corepressor binding, % at 3.98 µM; AID 602229;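 active = inhibition above the mean of all tested compounds plus 3 SD, cut at about 70% in these data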;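 note: 0% = DMSO with NR2E3 transfected cells and 100% = cells lacking NR2E3 construct; higher means lower luciferase signal from less NR2E3 corepressor binding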
Target sequence (Q9Y5X4 whole entry, looked up, the tested form may be a part): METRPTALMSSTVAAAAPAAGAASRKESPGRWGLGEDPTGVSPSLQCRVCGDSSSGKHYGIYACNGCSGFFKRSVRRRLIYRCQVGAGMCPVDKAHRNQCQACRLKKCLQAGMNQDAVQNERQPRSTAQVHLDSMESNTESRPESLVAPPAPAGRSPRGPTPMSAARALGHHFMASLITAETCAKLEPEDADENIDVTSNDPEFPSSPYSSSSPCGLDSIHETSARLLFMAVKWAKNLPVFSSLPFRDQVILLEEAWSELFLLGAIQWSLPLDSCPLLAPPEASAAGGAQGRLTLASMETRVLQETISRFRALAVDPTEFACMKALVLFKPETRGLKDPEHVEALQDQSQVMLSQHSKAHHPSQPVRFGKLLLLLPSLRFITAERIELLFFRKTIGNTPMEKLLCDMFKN
CaV13 FRET inh – Primary screen for inhibitors of IQ motif and Ca2+-dependent inactivation inhibitor domain binding in CACNA1D, Förster resonance energy transfer in living cells, …; inhibition, % at 12.3 µM; HEK cells, CFP/YFP FRET ICDI-IQ, plate reader, 10 min; percent FRET-ratio fall versus neutral wells; 340,000 tested, 0.098% active; AID 743397;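 active = mean replicate inhibition of at least 30% and at least 1% of replicates passing that level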;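 note: 0% = median of the neutral control wells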
Vif imaging – HIV Vif inhibition. AID 602346. inhibition, % at 7.49 µM. 340,000 tested, 0.35% active. HEK293T cells, Vif self-association by quenched fluorescence, imaging, 24 h; in the data active = inhibition above about 50%, passing the limit was not always enough; note: some results filed as inactive read as strong as hits
Shn3 3UTR inh – reduces Shn3 3'UTR luciferase signal in osteoblasts; Clone20 osteoblast Shn3 3'UTR firefly luciferase, 24 h; 360,000 tested, 0.52% active; inhibition, % at 12.5 µM;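 active = mean inhibition of at least 75% with every replicate also reaching 75%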;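 note: 0% = median of neutral control wells and 100% = pilot-screen positive control compound; some compounds past the cut are filed as inactive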
HIF-2a block – blocks HIF-2a reporter activity; 786-0 RCC cells HIF-2a reporter, luciferase luminescence, overnight; inhibition, % at 18.8 µM; 360,000 tested, 0.72% active; AID 624352;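 active = inhibition of the luminescence signal of 40% or more relative to plate controls, in a single-dose primary screen at 18.75 µM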
NR2E3 ag-2 – activates human photoreceptor nuclear receptor NR2E3; inhibition of corepressor binding, % at 4.78 µM; AID 2300; Q9Y5X4; GST-NR2E3/biotin-RetCOR TR-FRET, 1536-well; 320,000 tested, 0.12% active;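 active = percent inhibition above the cutoff of mean plus 3 SD of all tested compounds, set per screening campaign, cut at about 20% in these data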;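 note: 0% = DMSO wells and 100% = biotin wells as full block of FRET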
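Material – GST-tagged NR2E3 plus biotinylated RetCOR corepressor · Quantity – NR2E3 fusion 1.35 nM · Times – 5 h incubation at 4 °C · Medium – pH 7.5 Tris-based buffer · Technique – TR-FRET, Eu(K)-anti-GST donor, streptavidin-D2 acceptor, ex 340, em 617/671 nm · Benchmarks – high control biotin, low control 0.6% DMSO · Format – 1536-well plates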
CF NFkB inh – blocks PAF-induced NF-kB reporter in cystic fibrosis cells. KKLEB NF-kB-GFP reporter, GFP fluorescence overnight. inhibition, % at 5 µM. 360,000 tested, 0.86% active. AID 588850;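 active = at least 50% inhibition at 5 µM, scaled per plate between neutral and stimulator controls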;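 note: PAF is a Pseudomonas aeruginosa culture filtrate used as stimulus; plate controls were PAF-stimulated DMSO wells for no effect and unstimulated DMSO wells for full effect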
* = called active by the depositor; · = not tested or not shown.

SMILES	PDI inh	TRPM1 prom inh	Peg3 promoter	KKLEB cytotox	NR2E3 ag-1	CaV13 FRET inh	Vif imaging	Shn3 3UTR inh	HIF-2a block	NR2E3 ag-2	CF NFkB inh
Cc1cc(S(=O)(=O)NCC(C)C)ccc1OCC(=O)NCc1ccco1	2	6	14	11	-13	-2	-3	-8	24	-3	3
Cc1cc(C)n(Cc2ccc(C(=O)NN)o2)n1	-3	-12	11	5	-2	-5	0	0	20	-1	11
COC(=O)CN1C(=O)C(O)(CC(=O)c2ccc(Cl)cc2)c2ccccc21 (stereo not drawn)	-4	7	-4	-7	-12	4	19	2	10	1	21
Cc1cccc(CC(=O)NCCS(=O)(=O)N2CCN(c3ccccc3)CC2)c1	-1	·	8	27	13	-11	-3	-12	-2	·	-8
CNc1nc(OCC#N)nc(N2CCCCC2)n1	0	-5	13	-17	-9	2	-4	-12	12	4	10
CCC1SC2=NCCN2C1(O)c1ccc(Cl)cc1 (stereo not drawn)	-1	3	10	7	-14	-4	-2	11	10	1	-5
CCOc1ccc(-c2nnn(CC(=O)NCc3ccc4c(c3)OCO4)n2)cc1	-3	-20	-24	-14	1	·	14	9	-8	4	10
COc1ccc(NC(=O)C2(C)Cc3c(-c4ccc(NC(C)=O)cc4)ccnc3O2)cc1 (stereo not drawn)	-1	·	11	1	-8	-5	·	10	11	·	-66
CN(CC(=O)Nc1ccc(Cl)cc1)C(=O)c1ccc(-n2cncn2)c([N+](=O)[O-])c1	-6	-5	17	-2	-6	-6	-6	-16	5	-1	-10
CCCC(NS(=O)(=O)c1ccc(C)cc1)C(=O)O (stereo not drawn)	-6	-11	-12	3	-25	-6	·	1	14	-4	-1
COc1cc(C(=O)N2CCN(C(=O)COc3ccc4ccccc4c3)CC2)cc(OC)c1OC	6	4	-24	-9	-9	-5	·	-15	-13	-2	7
O=C(O)c1ccc(OCc2cn3ccccc3n2)cc1	6	7	-41	5	-23	-4	3	-35	-25	-5	-18
COc1ccc(-c2cc(NC(C)=O)c3ncc(-c4cccc(C(F)(F)F)c4)n3c2)c(OC)c1	4	·	16	4	-38	-13	12	8	-7	·	-35
COc1cc(/C=C/C(=O)O)cc(S(=O)(=O)Nc2cccc(SC)c2)c1OC	9	0	-2	8	4	-18	5	-10	-4	1	-9
COc1ccc(OCC(O)CNC(=O)c2ccc(C)cc2)cc1 (stereo not drawn)	4	7	-1	-4	-1	-2	6	3	0	3	6
COc1cc2c(cc1OC)C1C/C(=N\O)C(CC(C)C)CN1CC2 (stereo not drawn)	7	6	15	-6	-19	-6	16	18	4	1	-1
CCOc1ccccc1Oc1nc(-c2ccccc2O)nc2ccccc12	-9	16	34	14	-29	-2	-10	5	28	2	-8
COc1cccc(NCc2cc(=O)oc3cc(C)c(C(C)C)cc23)c1	11	-7	-3	-1	-44	-19	-14	-14	10	-9	3
COC(=O)c1cc(C(=O)Nc2nnc(CC(C)C)s2)cc([N+](=O)[O-])c1	-25	-1	20	-3	1	-7	-6	18	9	-5	-7
COc1ccc(C(=O)NC(NC(=O)c2ccc(OC)c(OC)c2)c2ccccc2F)cc1OC	-13	-1	12	-12	2	-5	3	-12	8	3	-1
O=C(Nc1cccc(C(F)(F)F)c1)C(SCCO)c1ccccc1 (stereo not drawn)	3	0	8	11	-33	-6	0	14	7	-2	-12
Cc1ccc(S(=O)(=O)Nc2ccc(Nc3nccn4c(-c5ccc6ccccc6c5)cnc34)cc2)cc1	-3	·	-50	-5	-16	-6	-7	12	-64	·	-9
O=C(O)c1ccc(NC(=O)C2C3CCC(C3)C2C(=O)O)cc1 (stereo not drawn)	-4	4	3	-4	0	-1	1	4	2	0	2
OCCN1CCN(c2cc(-c3ccc(CO)cc3)nc3ccnn23)CC1	-1	·	-1	9	23	-12	-1	-2	-2	·	-12
C[C@]1(C(=O)NCCN2CCOCC2)C=C[C@@H](Cc2ccccc2)N1C(=O)c1ccccc1	-24	-4	3	-6	4	-11	-2	-15	2	-1	13

More results follow:
SMILES	PDI inh	TRPM1 prom inh	Peg3 promoter	KKLEB cytotox	NR2E3 ag-1	CaV13 FRET inh	Vif imaging	Shn3 3UTR inh	HIF-2a block	NR2E3 ag-2	CF NFkB inh
CCOC(=O)Cn1c(-c2ccc(OC)cc2)c(-c2ccc(OC)cc2)nnc1=O	5	0	8	-3	-22	-22	1	-38	11	2	-7
O=C(NCCc1ccc2c(c1)OCCO2)c1ccccc1F	-9	-27	-150	0	-39	-5	1	-27	-134	-1	-9
CC(C)(C)C1=Nn2c(nnc2-c2n[nH]c3c2CCC3)SC1	7	6	8	-11	-6	·	-2	16	10	-1	7
Clc1ccc(Nc2nc(C3CC3)cs2)cc1	4	·	-427	7	-64	-6	5	-20	-245	-2	-17
O=C1OCc2cc(NC(=O)C3CCCO3)ccc21 (stereo not drawn)	1	4	4	2	19	-4	-11	-18	-8	2	-8
CC(C)OP(=O)(OC(C)C)C(O)c1ccc2c(c1)OCO2 (stereo not drawn)	-4	0	-8	12	5	-3	0	7	15	4	-10
COc1ccc(NC(=O)c2nc(C)c(C3(C)CC(c4ccccc4)=NO3)s2)cc1 (stereo not drawn)	3	27	-18	1	-27	-11	-1	21	-30	0	7
O=C(Nc1ccccc1)N(O)c1ccc(Cl)cc1	6	-35	-270	-3	-6	-5	-43	-23	-242	4	1
CSc1ccccc1NC(=O)Nc1ccccc1Cl	-7	-15	-32	0	3	-5	-2	6	-68	2	2
COC(=O)c1ccc(C(=S)NCC2(N(C)C)CCCCC2)cc1	-6	2	-9	3	-23	-3	-4	2	-3	2	-10
COc1cccc(NC(=O)c2cnn(-c3ccccc3)c2C)c1	3	-50	-204	-2	-177	-7	-2	-89	-215	-1	0
CCOc1ccccc1N(C(=O)c1snc(C(N)=O)c1N)C(C(=O)NCC1CCCO1)c1ccc2ncccc2c1 (stereo not drawn)	14	-5	10	7	-31	-5	16	-11	18	-1	4
CN(CC(=O)Nc1ccc(Cl)cc1)C(=O)CCC1CCCC1	-3	-3	9	-1	-1	-5	·	8	6	2	14
O=[N+]([O-])c1ccc(O)c(CSc2nnnn2-c2ccccc2)c1	2	-4	11	0	-8	-4	9	11	17	5	12
CN(C)c1ccc(-c2ccnc3c2CC(C)(C(=O)Nc2cccc(Oc4ccccc4)c2)O3)cc1 (stereo not drawn)	-6	·	14	-2	-29	-7	·	0	2	·	14
CC(C)(C)OC(=O)N1Cc2ccccc2C[C@H]1C(=O)NCC(=O)NCC1CCCO1 (stereo partly drawn)	-4	6	4	-3	25	-5	-7	10	2	3	9
CC1CC(=O)N(CC(=O)Nc2ccc3c(c2)OCO3)c2ccccc2S1 (stereo not drawn)	8	-8	11	-2	-3	-7	-8	-13	5	1	5
O=C(Nc1c(C(=O)N2CCCCC2)cnn1-c1ccccc1)c1ccccc1	-1	·	3	9	19	-6	-1	13	6	-1	-75
O=C(COC(=O)c1ccccc1)NC(=O)NC1CCCC1	-15	-5	-13	-19	-6	-2	12	-18	2	·	24
COc1cccc(/C=C/c2[nH]c(=O)[nH]c(=O)c2[N+](=O)[O-])c1O	13	-3	20	6	-19	-2	5	7	20	1	4
COC(=O)CNc1nc(Cl)nc(NC2CCCCC2)n1	4	-11	-18	16	-15	-5	-4	-15	-12	·	-1
CCOC(=O)c1cccc(NC(=O)CNC(=O)C2CCCCC2)c1	14	2	16	10	0	-9	-1	-24	3	2	-2
CCCN1Cc2cccc(C(=O)NCCc3cccc(C)c3)c2C1=O	-3	-19	18	9	3	-1	2	25	3	5	-23
CC1(C)CC(=O)C(C=NCc2ccccn2)=C(O)C1	0	3	-5	-6	1	-8	-2	-4	10	0	2
NNC(=O)c1nnsc1-c1csnn1	10	-1	2	20	-15	-7	-5	3	-5	·	-56

Random excerpt: two records from the list, in no set order.
SMILES	PDI inh	TRPM1 prom inh	Peg3 promoter	KKLEB cytotox	NR2E3 ag-1	CaV13 FRET inh	Vif imaging	Shn3 3UTR inh	HIF-2a block	NR2E3 ag-2	CF NFkB inh
O=C1OCc2cc(NC(=O)C3CCCO3)ccc21 (stereo not drawn)	1	4	4	2	19	-4	-11	-18	-8	2	-8
CSc1ccccc1NC(=O)Nc1ccccc1Cl	-7	-15	-32	0	3	-5	-2	6	-68	2	2

Remaining list, next part.
SMILES	PDI inh	TRPM1 prom inh	Peg3 promoter	KKLEB cytotox	NR2E3 ag-1	CaV13 FRET inh	Vif imaging	Shn3 3UTR inh	HIF-2a block	NR2E3 ag-2	CF NFkB inh
COc1ccccc1NC(=O)C1CCCN(C(=O)NCc2ccccc2)C1 (stereo not drawn)	-9	3	10	0	-20	-3	7	1	4	9	1
Fc1ccc(NC(=S)Nc2nccs2)cc1	6	-32	-298	2	-35	-7	-3	29	-276	2	-3
O=C(O)CCc1nc2cc(Cl)ccc2n(Cc2ccccc2)c1=O	-5	15	21	-4	-6	1	2	5	4	2	2
CCC1C(=O)Nc2ccccc2N1C(=O)c1ccc(Cl)nc1 (stereo not drawn)	9	1	22	15	-7	-5	·	3	15	-1	-18
CCOC(=O)N1CCN(C(=O)COC(=O)c2ccc([N+](=O)[O-])cc2Cl)CC1	-5	15	2	9	10	-4	-9	-7	-1	·	-15
CCn1c(SCc2ccccc2)nc2cc(S(N)(=O)=O)ccc21	-1	-4	20	8	8	-5	-7	-3	14	0	-2
CCOc1ccc(NC(=O)CCC(=O)c2ccc(-c3ccccc3)cc2)cc1	6	-1	4	-1	-10	-7	7	-8	14	-4	5
Cc1cc([N+](=O)[O-])c2[nH]c(C(=O)N/N=C/c3ccccc3C(=O)O)c(-c3ccccc3)c2c1	-5	-12	3	-4	-6	-3	11	-2	1	·	-7
CCOC(=O)c1sc(=NC(=O)c2ccc(F)cc2)n(C)c1C	-5	-56	-339	8	-82	-17	-2	-113	-211	-1	-19
COc1ccccc1NC(=O)COc1ccc(Br)cc1CNCCCN1CCOCC1	-1	7	-8	-14	7	-6	14	13	-8	0	0
COc1ccc(-n2c(C)cc(C(=O)COC(=O)Cn3cnc4ccccc43)c2C)cc1	-1	12	1	3	17	0	-26	12	9	3	5
N#Cc1nc(-c2ccccc2)oc1NCc1ccco1	0	-29	-66	-1	-21	-5	·	-22	-108	4	8
Cc1c(C(=O)N2CCOCC2)oc2ccc(Br)cc12	1	-29	-94	13	-4	-6	-4	-7	-92	-1	12
CN1CC(c2ccccn2)C2(SC(=S)N(Cc3ccccc3)C2=O)C12C(=O)Nc1ccccc12 (stereo not drawn)	8	4	0	-2	-33	-10	5	-14	14	1	-1
Cc1ccc(CNc2nc(C)c(C(=O)N(C)C)s2)cc1	-2	-27	-37	-9	-27	-2	6	-31	-58	0	15
Cc1cc(C)c(C)c(S(=O)(=O)Nc2cccc(-n3cnnn3)c2)c1C	0	2	24	1	13	-15	-2	29	20	-3	-30
Cc1nn(C(C)C(=O)NC(C)CCc2ccccc2)c(=O)c2cc3occc3n12 (stereo not drawn)	3	1	-1	-2	-11	-4	2	6	4	-4	-7

No enrichment for hits. Share with any hit: about 3.3%.
